Source: PubChem (several laboratories)
HIF-2a inh: HIF-2a reporter inhibitors, primary screen, luminescence, 786-0 RCC cells; 786-0 RCC cells HIF-2a reporter, luciferase luminescence, overnight; inhibition, % at 18.8 µM; 360,000 compounds, 0.72% hits;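 active means inhibition of the luminescence signal of 40% or more relative to plate controls, in a single-dose primary screen at 18.75 µM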
Shn3 inh set2: reduction of Shn3 3'UTR firefly luciferase signal, primary screen, Schnurri-3 inhibitor project, cell-based, Clone20 osteoblasts, set 2; Clone20 osteoblast Shn3 3'UTR firefly luciferase, 24 h; inhibition, % at 12.5 µM; AID 588674, 2011; 360,000 compounds, 0.52% hits;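 active means mean inhibition of at least 75% with every replicate also reaching 75%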;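 further: 0% = median of neutral control wells and 100% = pilot-screen positive control compound; some compounds past the cut are filed as inactive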
aDG glyco act: activators of alpha-DG glycosylation, primary screen, uHTS, Pro5-aDG cells, AlphaScreen; alpha-DG glycosylation AlphaScreen (IIH6); 0% Pro5, 100% B10-LARGE cell signal; activation, % at 10 µM; 360,000 compounds, 0.22% hits; AID 624168, 2012;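 active means activation of at least 8% versus controls, or a plate z-score of at least 8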;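 further: Pro5 are CHO cells carrying HIG-tagged alpha-DG that lacks glycosylation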
TWEAK-Fn14 inh: inhibitors of TWEAK-Fn14 signaling, primary screen, luciferase reporter cells, uHTS; AID 1159606, 2016; 360,000 compounds, 2% hits; inhibition, % at 10 µM; TWEAK-stimulated Fn14 reporter cells, luciferase luminescence, 8 h; in the data active means inhibition above about 50%
NR2E3 ag-1: inhibitors of NR2E3-RetCOR corepressor binding, primary screen, NR2E3 agonist project, biochemical, TR-FRET, GST-NR2E3, biotin-RetCOR. Photoreceptor-specific nuclear receptor (Homo sapiens), Q9Y5X4. 1536-well. AID 2300, 2010. 320,000 compounds, 0.12% hits. inhibition of corepressor binding, % at 4.78 µM;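 active means percent inhibition above the cutoff of mean plus 3 SD of all tested compounds, set per screening campaign, cut at about 20% in these data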;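 further: 0% = DMSO wells and 100% = biotin wells as full block of FRET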
Target sequence (Q9Y5X4 whole entry, looked up): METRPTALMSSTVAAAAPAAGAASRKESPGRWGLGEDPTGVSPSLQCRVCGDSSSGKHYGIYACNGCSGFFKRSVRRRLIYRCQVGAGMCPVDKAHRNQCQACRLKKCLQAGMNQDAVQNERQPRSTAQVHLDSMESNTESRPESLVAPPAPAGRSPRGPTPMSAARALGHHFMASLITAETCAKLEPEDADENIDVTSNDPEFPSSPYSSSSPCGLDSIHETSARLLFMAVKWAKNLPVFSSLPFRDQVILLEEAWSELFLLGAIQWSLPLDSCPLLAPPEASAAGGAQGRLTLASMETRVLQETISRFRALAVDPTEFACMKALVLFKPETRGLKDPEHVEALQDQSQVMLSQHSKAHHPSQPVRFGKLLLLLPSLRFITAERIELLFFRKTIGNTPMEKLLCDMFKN
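Assay system: NR2E3–RetCOR corepressor complex. Quantity: 1.35 nM GST-NR2E3. Buffer or medium: pH 7.5 Tris-based buffer. Reagent: biotinylated RetCOR corepressor at 7 nM final. Schedule: 5 h at 4 °C. Detection: TR-FRET, emission read at 617 and 671 nm. Replicates: one well per compound, singlicate testing.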
NR2E3 ag-2: NR2E3 agonists in two-hybrid cells, primary screen, cell-based, luminescence, CHO-S, Gal4-NCOR/VP16-NR2E3. Photoreceptor-specific nuclear receptor (Homo sapiens), Q9Y5X4. luciferase. inhibition of corepressor binding, % at 3.98 µM. 360,000 compounds, 0.35% hits. AID 602229, 2012;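 active means inhibition above the mean of all tested compounds plus 3 SD, cut at about 70% in these data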;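 further: 0% = DMSO with NR2E3 transfected cells and 100% = cells lacking NR2E3 construct; higher means lower luciferase signal from less NR2E3 corepressor binding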
hiPSC survival: enhancers of single-cell hiPSC survival, primary screen, ATPlite luminescence | AID 602274, 2012 | 100% = ROCK inhibitor wells, 0% = DMSO | 360,000 compounds, 0.044% hits | survival enhancement, % at 20 µM; in the data active means survival enhancement above about 18%;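 further: cells exposed to compounds for 16 hours before the ATP read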
TRPM1 prom inh: inhibitors of MITF-dependent TRPM1 promoter reporter, primary screen, cell-based, SK-MEL-5, single point, luciferase | SK-MEL-5 TRPM1 promoter luciferase, 24 h | inhibition, % at 12.5 µM | 330,000 compounds, 0.83% hits | AID 488899, 2010;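 active means mean inhibition across replicates of 60% or more, whatever share of single replicates reaches that level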; further: values of inactives mirror those of a sister screen read the other way
Peg3 prom inh: Peg3 promoter-driven luciferase inhibitors, primary screen, cell-based, HeLa, luciferase luminescence; AID 588405, 2011; 360,000 compounds, 1.7% hits; inhibition, % at 20 µM; HeLa PEG-Prom luciferase reporter, overnight;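 active means inhibition of at least 50% at 20 µM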
KKLEB tox: cytotoxicity in KKLEB CF airway cells, primary screen, cytotoxicity control for CF NF-kB inhibitor project, cell-based, uHTS, fluorescence assay plates; 360,000 compounds, 0.36% hits; activity change (cytotoxicity), % at 5 µM; AID 602141, 2011; KKLEB CF airway cells viability, ATPlite luminescence, overnight; stronger effect = lower value; cells stimulated with P. aeruginosa culture filtrate;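 active means corrected activity change at or below -50% at 5 µM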
CF NFkB block: inhibitors of PAF-induced NF-kB signaling, primary screen, cell-based, GFP fluorescence, uHTS. KKLEB NF-kB-GFP reporter, GFP fluorescence overnight. inhibition, % at 5 µM. 360,000 compounds, 0.86% hits;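 active means at least 50% inhibition at 5 µM, scaled per plate between neutral and stimulator controls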;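 further: PAF is a Pseudomonas aeruginosa culture filtrate used as stimulus; plate controls were PAF-stimulated DMSO wells for no effect and unstimulated DMSO wells for full effect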
The depositor's hits bear a star; . = no result given.

SMILES	HIF-2a inh	Shn3 inh set2	aDG glyco act	TWEAK-Fn14 inh	NR2E3 ag-1	NR2E3 ag-2	hiPSC survival	TRPM1 prom inh	Peg3 prom inh	KKLEB tox	CF NFkB block
CCCCN1CC(COCc2ccccc2)Oc2cccc(N3CCCC3)c2S1(=O)=O (stereo not drawn)	6	21	0.0	-15	.	23	-0.8	2	25	8	-3
Cc1cc(N2CCN(Cc3ccccc3)CC2)n2nc(C)c(-c3ccccc3)c2n1	-18	24	1.1	41	3	17	-2.4	3	7	6	6
Cc1cc(C(=O)NNC(=O)Nc2ccccc2)no1	12	-4	0.0	-5	-2	8	2.8	-6	11	3	7
CCc1nc2c(OCCC3CCCCC3)cccn2c1N(C)C(=O)c1ccncc1	24	25	0.4	-4	.	-6	-1.0	.	6	5	-2
COc1cccc(C(NC(C)=O)c2nc(-c3ccccc3C)cs2)c1 (stereo not drawn)	-13	-8	0.3	-13	.	-13	1.2	.	3	-4	15
O=C(Nc1ccccc1)Nc1cccc(Cl)c1Cl	-231	-11	0.5	10	1	-141	-0.1	-7	-245	12	-6
Cc1c(NC(=O)c2cc3nc(-c4ccc(Cl)cc4)cc(C(F)(F)F)n3n2)c(=O)n(-c2ccccc2)n1C	6	7	0.7	17	3	2	-1.7	13	13	7	-1
O=S(=O)(c1ccc(Nc2ccc3c(c2)OCO3)nc1)N1CCOCC1	-11	-16	-0.3	-20	4	17	1.2	-6	-13	-6	5
O[C@H]1c2ccccc2[C@H](Cc2cncs2)[C@@H]1Br	10	-1	-0.4	-2	0	-39	-0.6	8	-5	12	-28
c1ccc(OCCCn2nnc(-c3ccc(N4CCOCC4)cc3)n2)cc1	-17	1	0.4	-36	3	-21	-0.4	-20	13	-9	4
COc1ccc(Nc2ccc(Cl)cc2)c(C(=O)O)c1	3	15	-0.1	-32	0	-17	-0.1	1	11	0	19
O=S(=O)(NC1CCCCC1)c1cccc(-c2nnc(-c3ccccc3)o2)c1	3	10	0.1	33	1	-37	-2.2	2	5	8	-28
Cc1c(Cl)cccc1NS(=O)(=O)c1ccccc1	0	-1	0.2	-6	.	13	2.4	-8	11	-2	-12
Cc1nnc(Nc2ccc(Cl)cc2)n(N)c1=O	9	-11	-0.1	3	-1	-17	-1.4	1	-10	3	1
CCSc1nc2ccccc2n1CC(=O)OC	20	-7	-0.2	0	3	-4	-0.1	2	8	12	2
COC(=O)CN1C(=O)C2(C(C#N)=C(N)Oc3n[nH]c(-c4cccs4)c32)c2ccccc21 (stereo not drawn)	18	-20	0.1	4	0	-4	1.1	-1	13	4	-6
CC1(NC(=S)Nc2ccccc2)CCS(=O)(=O)C1 (stereo not drawn)	11	-1	0.0	8	0	-13	-0.7	.	-15	3	-2
Cc1cccc(C2NC(=O)c3ccccc3O2)c1 (stereo not drawn)	6	-5	-0.1	0	5	-5	0.2	-15	-11	-6	7
Cc1ccc(S(=O)(=O)Nc2ccccc2-c2nc3ccccc3[nH]c2=O)cc1	2	10	-0.1	9	2	0	-1.6	-2	24	-2	-5
CCCCN1C[C@H](COC(=O)CCC)Oc2cccc(F)c2S1(=O)=O	2	0	-0.2	0	.	-12	6.0	-11	-1	15	-4
Cc1cccc(NC(=O)c2cccc(N3C(=O)C4C5C=CC(C6CC56)C4C3=O)c2)c1 (stereo not drawn)	3	20	0.6	12	2	9	-0.4	20	24	-3	-11
COC(=O)c1ccccc1NC(=O)CCCn1nc(C)c2c(C)n(-c3ccccc3)nc2c1=O	9	6	4.3	0	3	-26	0.5	0	6	-28	36
CCN(c1cccc(C)c1)S(=O)(=O)c1cc(CN2C(=O)c3cccnc3C2=O)ccc1OC	7	0	-0.2	-1	-3	7	-0.2	-6	22	0	-14
CC(C)(C)c1ccc(C(=O)N/N=C/c2cccc(Cl)c2)cc1	-202	-71	0.2	3	2	-21	-1.1	-45	-208	-4	-3
O=C(c1c(F)c(F)c(F)c(F)c1F)N1CCN(Cc2ccc3c(c2)OCO3)CC1	24	11	0.3	8	-1	3	-0.4	9	9	2	7
N/C(=N\c1nc2ccccc2o1)NC(=O)c1ccc(F)cc1	-132	-25	-0.2	-43	9	-44	-2.0	-45	-97	0	-3
COc1ccc(N2CCN(Cc3nc4scc(-c5cccs5)c4c(=O)[nH]3)CC2)cc1	0	11	-0.1	-3	0	-30	-0.5	-3	10	1	-19
O=C(O)C/C(=C\c1cccc(NC(=O)c2ccccc2Cl)c1)c1nc2ccccc2s1	-67	10	0.2	-11	-3	10	0.8	0	-39	2	14
O=C(O)CCSc1nc2ccccc2n1Cc1ccccc1	19	-3	-0.2	4	2	3	-0.2	14	13	6	10
CCCCC[C@H]1CN(C2CCCCC2)C(=O)[C@@H]1CC(=O)NCc1ccccc1	5	-4	0.4	8	-2	-32	-0.9	11	10	-7	-3
NC(=O)c1cc(-c2ccccc2)nc(N2CCCCCC2)n1	31	24	-0.3	10	2	-21	6.1	-6	30	1	4
Cc1ccccc1-c1nc(CS(=O)CC(=O)NC2CCCCC2)c(C)o1 (stereo not drawn)	-12	-36	0.0	-17	0	11	0.3	3	3	-2	14
CCCOP(=O)(c1ccc(N(C)C)cc1)C(Nc1ccccc1)c1ccc(N(C)C)cc1 (stereo not drawn)	9	26	-0.7	9	2	-24	-1.1	-3	22	-4	6
COc1cc(-c2cnc3c(NC(C)=O)cc(-c4ccccc4CN(C)C)cn23)cc(OC)c1OC	-41	-12	-0.4	8	.	-6	-4.2	.	7	11	-42
COCCNC(=O)c1ccc2snnc2c1	6	-5	-0.3	1	-1	14	1.9	7	5	7	-3
Cc1oc2ccccc2c1CNC(=O)N(C)C	19	-33	0.1	3	-2	-7	-0.7	1	1	-10	20
COc1ccc(NC(C)=O)cc1S(=O)(=O)N(C)Cc1c(C)nn(-c2ccccc2)c1C	14	1	-0.3	-9	4	-11	0.1	1	15	-3	-6
COCc1ccc(C(=O)Nc2cccc(S(=O)(=O)N(C)c3ccccc3)c2)cc1	12	30	1.1	37	.	-23	-0.6	7	17	7	-14
O=S(=O)(Nc1nc(-c2ccccc2)cs1)c1cccc(C(F)(F)F)c1	9	-4	0.0	-16	0	71*	0.3	9	30	1	8
O=C(CSc1nnc(CNC(=O)c2ccccc2)o1)NCC1CCCO1 (stereo not drawn)	5	-45	-0.3	-2	4	6	0.4	-1	0	8	-25
CCOc1ccc(CCNC(=O)C2CCCN(S(=O)(=O)c3c(C)n[nH]c3C)C2)cc1OCC (stereo not drawn)	6	-3	-0.2	15	-2	3	-0.6	2	14	8	-4
CC1CCCCC1NC(=O)C1CCCN1S(=O)(=O)c1cccc2nsnc12 (stereo not drawn)	18	2	-0.1	13	2	-24	-0.1	7	19	-4	6
O=C(O)C(Cc1ccc(O)cc1)N1C(=O)C2CCCCC2C1=O (stereo not drawn)	11	-1	0.0	-23	-9	-22	-0.3	8	8	10	-16
Cn1c2ccccc2c(=O)c2ccc(C#CC3(O)CCCCC3)cc21	3	5	-0.6	97*	-3	56	-5.2	15	70*	-42	48
O=C(CCCc1cccs1)Nc1nc2c(s1)CCCC2	-221	-112	0.3	-35	-2	-93	-0.7	-36	-187	-2	8
Cc1c(C(=O)N2CCC2)oc2ccc(Br)cc12	-153	-6	-0.1	-14	-3	-19	-0.2	-29	-118	-17	-1
COc1ccc(C2C(C(=O)Nc3ccccc3)=C(C)Nc3nc(CCCO)nn32)cc1 (stereo not drawn)	6	-21	1.5	-8	1	-36	0.8	0	8	-8	-4
CCCCCn1nc(C)c(/C=N\NC(=O)c2cc(C)oc2C)c1C	-56	20	0.1	25	0	-33	-1.1	-11	-36	-8	-5
CCCNc1nc2c(c(=O)[nH]c(=O)n2C)n1CCOc1ccccc1	19	-2	0.1	10	3	10	-0.2	1	7	-18	8
CN(C)c1ncnc2c1ncn2-c1ccccc1	-181	-30	0.3	5	.	-52	-2.5	-24	-170	-7	-21
C/C(=N\NC(=O)CSc1nc2ccccc2s1)c1ccco1	-83	-19	-0.2	-8	-2	-17	0.8	4	-65	8	-21
C=CCN1[C@@H](Cc2ccccc2)COCCS1(=O)=O	11	7	0.0	6	.	-8	-0.1	.	8	4	-9
Cc1cc2nc3s/c(=C/c4ccc(-c5ccccc5C(=O)O)o4)c(=O)n3c2cc1C	-96	0	0.1	14	-3	-19	-0.7	6	-83	17	-63
Fc1cccc(Cl)c1CNC(c1ccccc1)c1ccccc1	9	12	0.0	9	-3	7	0.4	7	6	-2	3
COC(=O)C1=C(C)NC(=O)/C1=C\c1ccc2c(c1)OCO2	-45	-13	0.2	-3	-3	-33	-1.0	2	-29	9	-7
CCOC(=O)c1c(O)cc(OC)cc1CCc1ccccc1	3	5	-0.2	13	.	-20	0.8	1	-18	-1	12
O=C(Nc1ccc(Oc2ccc(NC(=O)Nc3ccc([N+](=O)[O-])cc3)cc2)cc1)Nc1ccc([N+](=O)[O-])cc1	-3	82	-0.3	87*	-5	-5	1.2	26	46	1	52*
CC(=O)N(c1nnc(-c2ccc(C)cc2)s1)C1CCCC1	-308	-13	0.0	-73	-1	-127	-0.5	-19	-160	-10	-9
Cc1n[nH]c(C)c1N1C(=O)c2cccc3c(Br)ccc(c23)C1=O	5	-3	0.0	-19	5	-12	-0.6	10	-10	-2	-8

Quoted at random: 4 entries already listed, in no set order.
SMILES	HIF-2a inh	Shn3 inh set2	aDG glyco act	TWEAK-Fn14 inh	NR2E3 ag-1	NR2E3 ag-2	hiPSC survival	TRPM1 prom inh	Peg3 prom inh	KKLEB tox	CF NFkB block
O=C(Nc1ccc(Oc2ccc(NC(=O)Nc3ccc([N+](=O)[O-])cc3)cc2)cc1)Nc1ccc([N+](=O)[O-])cc1	-3	82	-0.3	87*	-5	-5	1.2	26	46	1	52*
CCCCCn1nc(C)c(/C=N\NC(=O)c2cc(C)oc2C)c1C	-56	20	0.1	25	0	-33	-1.1	-11	-36	-8	-5
CC(=O)N(c1nnc(-c2ccc(C)cc2)s1)C1CCCC1	-308	-13	0.0	-73	-1	-127	-0.5	-19	-160	-10	-9
C/C(=N\NC(=O)CSc1nc2ccccc2s1)c1ccco1	-83	-19	-0.2	-8	-2	-17	0.8	4	-65	8	-21
